Compound activity (PubChem)
Pin1 inh = human Pin1 inhibition | 0.009% of 390,000 active | AID 504891 | Potency, µM (series often up to 115 µM), inactives show at the top dose activity, negative = inhibition, hits mostly inhibitors | Pin1 FP peptide displacement, HiFluor488, 10 min; active = well fitted inhibition curve with a large enough effect in the polarisation, with a control signal flat, not every such curve was filed as active; inconclusive = small, poorly fitted or top-dose-only effect, or effect the other way, or a change in a side signal; inactive = no such curve, though single readings can be large or run the other way; the % refers to the polarisation; also: potency is read from the fitted curve at half-maximal effect; % is scaled to controls: 0 for no effect and ±100 for the full control effect
GLS inh = blocks human kidney-isoform glutaminase activity | O94925 | GLS enzymatic activity, qHTS titration | Potency, µM (top dose mostly 45.5 µM), inactives show at the highest dose activity change, negative = inhibition, hits mostly inhibitors | 0.21% of 410,000 active; also: potency is read from the fitted curve at half-maximal effect; % is scaled to controls: 0 for no effect and ±100 for the full control effect
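Compounds were pin-transferred onto hKGA, after which L-glutamine (1 mM solution) and a detection mix of glutamate oxidase, HRP and Amplex Red were added. Initial and 30 min RT fluorescence reads were collected.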
HP1b binding inh = inhibitors of HP1-beta chromodomain binding to methylated histone tails. P83916. AlphaScreen HP1-beta / biotin-H3K9me3 peptide binding. Potency, µM (series often up to 114 µM), for the others: at the highest dose activity change, negative = inhibition, hits mostly inhibitors. 0.56% of 390,000 active; also: potency is read from the fitted curve at half-maximal effect; nearly all actives have a fitted effect of over 70% in size; inactives centre near 23
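HP1-beta protein (50 nM final) preincubated 30 min at room temperature with biotinylated H3(1-18)K9me3 peptide (50 nM) in PBS pH 7.4, 0.01% Tween-20, then compound added for 30 min. AlphaScreen streptavidin donor/nickel chelate acceptor beads (10 ug/mL final), 30 min dark, luminescence read.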
POLH inh = DNA polymerase eta (human) inhibition; Q9Y253; recombinant Pol eta, fluorescent DNA replication assay; Potency, µM (titrated, usually from 114 µM), inactives show top-dose activity change, negative = inhibition, most hits filed as inhibitors; 1.2% of 390,000 active; also: potency is read from the fitted curve at half-maximal effect; % is scaled to controls: 0 for no effect and ±100 for the full control effect
Target sequence (Q9Y253 whole entry, looked up): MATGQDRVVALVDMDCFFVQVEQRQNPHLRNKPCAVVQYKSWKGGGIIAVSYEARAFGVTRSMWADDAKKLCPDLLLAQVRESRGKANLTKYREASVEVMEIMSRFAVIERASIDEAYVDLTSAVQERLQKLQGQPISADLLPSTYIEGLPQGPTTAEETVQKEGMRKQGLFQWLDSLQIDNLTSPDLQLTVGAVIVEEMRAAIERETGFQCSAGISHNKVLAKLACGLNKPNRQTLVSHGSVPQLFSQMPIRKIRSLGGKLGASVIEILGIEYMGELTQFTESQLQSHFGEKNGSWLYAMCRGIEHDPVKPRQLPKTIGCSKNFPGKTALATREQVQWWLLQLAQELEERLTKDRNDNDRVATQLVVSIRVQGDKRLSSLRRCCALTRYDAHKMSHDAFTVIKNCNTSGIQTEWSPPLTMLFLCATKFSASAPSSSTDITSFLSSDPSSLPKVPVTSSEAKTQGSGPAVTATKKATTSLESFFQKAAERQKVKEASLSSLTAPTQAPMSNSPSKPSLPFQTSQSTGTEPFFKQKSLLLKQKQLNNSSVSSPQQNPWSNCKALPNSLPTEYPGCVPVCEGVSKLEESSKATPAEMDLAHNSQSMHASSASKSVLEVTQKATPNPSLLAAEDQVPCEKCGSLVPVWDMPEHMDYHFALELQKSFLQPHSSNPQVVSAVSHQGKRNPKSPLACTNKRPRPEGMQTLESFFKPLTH
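Pol eta (10 nM) was preincubated with compounds for 15 min at room temperature, after which fluorescent replication substrate (50 nM final) was added to start the reaction. Fluorescence was read kinetically at 0 and 10 min.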
JMJD2A Tudor = JMJD2A Tudor domain (human) inhibition; O75164; 4.4% of 390,000 active; Potency, µM (highest dose often 114 µM), without a hit: at the top dose activity change, negative = inhibition, usual class: inhibitors; AlphaScreen JMJD2A-Tudor / H3K4me3 peptide binding; also: potency is read from the fitted curve at half-maximal effect; % is scaled to controls: 0 for no effect and ±100 for the full control effect; nearly all actives have a fitted effect of over 50% in size
G9a inh = blocks human histone lysine methyltransferase G9a; G9a H3K9 monomethylation, AlphaScreen, 2 h; Potency, µM (top dose mostly 102 µM), inactives show at the highest dose activity, negative = inhibition, actives largely listed as inhibitors; 8.8% of 350,000 active; AID 504332; also: potency is read from the fitted curve at half-maximal effect; % is scaled to controls: 0 for no effect and ±100 for the full control effect; nearly all actives have a fitted effect of over 75% in size
Target sequence (Q96KQ7 913-1193 limits assumed): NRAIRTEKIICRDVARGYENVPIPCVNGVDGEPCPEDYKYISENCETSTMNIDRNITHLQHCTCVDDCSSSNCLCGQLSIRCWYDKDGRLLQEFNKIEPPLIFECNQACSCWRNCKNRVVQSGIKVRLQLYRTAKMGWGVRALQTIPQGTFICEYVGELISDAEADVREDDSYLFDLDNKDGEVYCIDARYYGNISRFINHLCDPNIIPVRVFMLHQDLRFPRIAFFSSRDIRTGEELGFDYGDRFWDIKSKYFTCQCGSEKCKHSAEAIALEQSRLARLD
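Signal arises when biotinylated H3K9 peptide, once monomethylated, bridges streptavidin donor and antibody-captured acceptor beads. Enzyme at 20 nM was preincubated 15 min with test compounds; peptide 500 nM and SAM 20 uM then reacted for 2 h.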
PI4K2A inh = PI4K2A (human) kinase inhibition; purified PI4K2A, ADP-Glo luminescence, 1 h; hits give low values; Q9BTU6; 0.13% of 420,000 active; activity change, negative = inhibition, % at 76.9 µM; in the data active = activity change below about -50%; inconclusive = mostly about -30% to -49%;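 also: -100% = wells without enzyme as full effect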
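PI4K2A activity was measured by ADP-Glo luminescence: enzyme (4 ug/mL stock) and phosphatidylinositol (1.2 mM stock) in Tris pH 7.5/MgCl2/EGTA/Triton X-100 buffer were reacted with ATP (300 microM stock) for one hour at ambient temperature.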
BAZ2B block = blocks human BAZ2B; 4.4% of 360,000 active; AID 504333; Potency, µM (series often up to 114 µM), inactives show at the top dose activity change, negative = inhibition, actives largely listed as inhibitors; AlphaScreen BAZ2B-H3K14Ac peptide displacement; also: potency is read from the fitted curve at half-maximal effect; % is scaled to controls: 0 for no effect and ±100 for the full control effect; nearly all actives have a fitted effect of over 60% in size
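AlphaScreen luminescence quantifies BAZ2B engagement of H3K14Ac peptide; the protein and biotinylated peptide are both at 50 nM final, buffer PBS pH 7.4 with 0.01% Tween-20, all steps at room temperature.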
PGK inhibitor = blocks T. brucei phosphoglycerate kinase. PGK/GAPDH coupled, Kinase-Glo luminescence, 60 min. Potency, µM (series often up to 57.5 µM), without a hit: top-dose activity change, negative = inhibition, usual class: inhibitors. 0.043% of 380,000 active. AID 602233; also: potency is read from the fitted curve at half-maximal effect; % is scaled to controls: 0 for no effect and ±100 for the full control effect; nearly all actives have a fitted effect of over 60% in size
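Recombinant glycosomal PGK reaction used 1,3-bisphosphoglycerate generated in-well by GAPDH (100nM final) in 100mM TEA pH 7.6, 5mM MgCl2, 0.01% Tween-20. After 60 minutes at room temperature, ATP was read by Kinase-Glo Plus luminescence end-point.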
* hit, by the source's call; i = inactive; ? = inconclusive; . = not tested or not shown; & = joins results of further samples; [ ] = another dose, or the depositor's remark. Unless noted, calls follow the shape of the dose curve; as a rule, active = well fitted curve in the direction sought with a large enough effect; inconclusive = small, poorly fitted or top-dose-only effect, or another doubt; inactive = no such curve, though single readings can be large; an effect the other way counts as inactive or inconclusive. This is a subset; rates above refer to the full screens.

SMILES	Pin1 inh	GLS inh	HP1b binding inh	POLH inh	JMJD2A Tudor	G9a inh	PI4K2A inh	BAZ2B block	PGK inhibitor
COC(=O)CCN(C(=O)C12CC3CC(CC(C3)C1)C2)c1ccccn1	6%	17%	19%	-11%	-7%	-40%[59 µM]	-8	3%	3%
CC1=CCC2C(=O)N(c3ccc4ccccc4n3)C(=O)C2C1 (stereo not drawn)	-3%	-2%	41%[activator]	4%	-8%	-15%[59 µM]	-14	-5%	0%
Clc1ccc(C(c2ccccc2)N2CCN(c3ccccn3)CC2)cc1 (stereo not drawn)	-10%	4%	-13%	-5%	-8%	29%	3	-14%	-1%
O=C(c1ccc(C(=O)N2CCCc3ccccc32)nc1)N1CCCc2ccccc21	-8%	-6%	23%	-1%	-10%	8%	-1	-24%	5%[11.5 µM]
Cc1ccc2sc(NC(=O)c3cccc(N4C(=O)CCC4=O)c3)nc2c1C	-1%	-6%	19%	-15%	-4%	.	-8	0%	-4%
CN(CC(=O)Nc1ccc(F)cc1)CC(=O)NC1CCCCC1	-1%	-3%	17%	-17%	-15%	10%[2.33 µM]	3	7%	3%
O=C(Cc1ccc(NC(=O)C2CCCN(C(=O)CCc3ccccc3)C2)cc1)Nc1ccc(C(=O)N2CCOCC2)cc1 (stereo not drawn)	-1%	-6%	60%[activator]	-17%	2%	.	3	.	-9%
CC1(C)C(=O)NCCN1C(=O)CC1C(=O)NCCN1Cc1cccc(C(F)(F)F)c1 (stereo not drawn)	-3%	-16%	35%	1%	-11%	45µM*	-3	-15%	6%
Cc1cccc(N2CCN(C(=O)CCn3c(=O)c4cccn4c4cccnc43)CC2)c1C	-1%	7%	13%	-12%	-15%	-4%[59 µM]	-5	-11%	6%
COc1c(Cl)cc(Cl)cc1C(=O)Nc1ccc(C(=O)O)cc1	-5%	4%	28%	-1%	0%	1%	-2	-4%	-5%
Cc1ccc(C)c(C(=O)N2CCC(n3nccc3NC(=O)C3CC3)CC2)c1	-5%	0%	32%	-25%	-9%	43%	1	-1%	0%
COc1ccc(C(CC(=O)N2CCCC(C)C2)c2c(OC)cc(OC)c3c(-c4ccccc4)cc(=O)oc23)cc1 (stereo not drawn)	21%	?	-10%	25µM*	45µM*	17%[12.7 µM]	-4	45µM*	-15%
COc1cc2c(cc1OC)C(c1ccccc1)=NCC2	-3%	5%	10%	-6%	-10%	-3%[59 µM]	-3	-4%	-9%
COc1ccccc1CC(=O)c1ccc(OCc2ccccc2)cc1	0%	-1%	150%[activator]	-10%	95%[activator]	-6%[2.33 µM]	0	88%[activator]	0%
O=C(Cn1c(C(=O)c2ccccc2)nc2ccccc21)c1ccc(Cl)cc1	-2%	4%	33%	-15%	-11%	.	-1	.	-2%
Oc1ccc(Nc2nc(NCC3CCCO3)c3ccccc3n2)cc1 (stereo not drawn)	-1%	47%[activator]	-21%	-13%	?	50µM*	5	?	5%
Cc1nc(N)sc1N=Nc1ccccc1C(F)(F)F	-4%	1%	35µM*	?	50µM*	40µM*	-1	28µM*	3%
CCOC(=O)C(=O)/C(=C\N(C)C)c1onc(-c2ccccc2Cl)c1C(=O)OC	-10%	5%	29%	-9%	-6%	-28%[59 µM]	-14	5%	-8%
CC(=O)C1=C(c2ccccc2)NC(=S)NC1c1ccc(O)c(O)c1 (stereo not drawn)	?	8.9µM*	24%	?	-16%	8.9µM*	9	?	-4%
O=C(COC(=O)/C=C/c1cccc(F)c1)NC(=O)NCc1ccccc1	5%	0%	21%	-11%	-16%	.	-10	.	-5%
CCOc1nc(SCCOc2ccc(C)cc2)nc(N(C)C)n1	-7%	-9%	97%[activator]	-15%	10%[11.4 µM]	260%[activator][59 µM]	-11	170%[activator]	-1%
COc1ccc(CCNC(=O)c2cc(C)oc2C)cc1OC	-4%	-2%	23%	-21%	2%	?	2	-17%	4%
CCOc1ccc(OCC)c(NC(=O)CSc2nc3c(c(=O)n(C)c(=O)n3C)n2C(C)C)c1	-5%	-5%	6%	-10%	-30%	?	-2	3%	2%
O=S(=O)(/N=C(/Nc1ccc(Cl)c(S(=O)(=O)Nc2ccccc2Cl)c1)c1ccc(F)cc1)c1ccccc1	8%&27%	1%&1%	-21%&6%	-8%&-18%	-32%&-28%	8%[59 µM]	3&0	?	-3%&-11%
CN1CCN(c2nnc(-c3cccs3)c3ccccc23)CC1	3%	15%	30%	-21%	-17%	?	-2	.	-4%
COc1cccc(N2CCN(C(=S)Nc3ccccc3OC)CC2)c1	8%	-8%	6%	-21%	-20%	11%[0.501 µM]	1	-8%	4%
O=S(=O)(c1ccc(OCC(O)CNCc2ccco2)c(Cl)c1)N1CCOCC1 (stereo not drawn)	-3%	0%	14%	8%	-14%	-20%[59 µM]	-11	?	5%
O=[N+]([O-])c1cc(C(F)(F)F)ccc1N1CCCC(O)C1 (stereo not drawn)	-2%	-25%	-12%	-7%	-26%	?	-10	-31%	-2%
Cc1ccc(C)c(N(C(=O)c2nsc(Cl)c2Cl)C(C(=O)NC2CCCC2)c2ccc(O)cc2)c1 (stereo not drawn)	3%	4%	15%	-9%	-14%	7%[59 µM]	-5	6%	-2%
O=C(CC1CCCC1)NCCS(=O)(=O)N1CCN(c2ccccc2)CC1	.	3%	.	-1%	.	.	2	.	7%

Continued, overlapping the part above by two compounds.
SMILES	Pin1 inh	GLS inh	HP1b binding inh	POLH inh	JMJD2A Tudor	G9a inh	PI4K2A inh	BAZ2B block	PGK inhibitor
Cc1ccc(C)c(N(C(=O)c2nsc(Cl)c2Cl)C(C(=O)NC2CCCC2)c2ccc(O)cc2)c1 (stereo not drawn)	3%	4%	15%	-9%	-14%	7%[59 µM]	-5	6%	-2%
O=C(CC1CCCC1)NCCS(=O)(=O)N1CCN(c2ccccc2)CC1	.	3%	.	-1%	.	.	2	.	7%
O=C(Nc1ccc2c(c1)N(S(=O)(=O)c1cccs1)CCC2)c1c(F)cccc1F	21%	0%	1%	-25%	-20%	5%[0.501 µM]	0	-2%	-8%
Cc1cccc(C)c1NC(=O)NC1(C(=O)NCCN2CCOCC2)CCCCC1	-7%	?	20%	-3%	-6%	21%	-5	-8%	-8%
CC(Sc1n[nH]c(=O)[nH]c1=O)C(=O)OCc1ccccc1 (stereo not drawn)	-3%	6%	27%	-23%	-11%	?	2	10%	7%
CCc1nc(SCC(=O)Nc2ccc(N(C)C)cc2)c2ccccc2n1	0%	21%	1%	?	-33%	10µM*	6	-30%	-3%
CCO[C@H]1OC(C(=O)N2CCCCCCC2)=C[C@@H](C2CCCCC2)[C@@H]1CCCO	6%	4%	11%	?	-28%	?	-1	-17%	-4%
CCC(C)(C)NC(=O)C1CCN(S(=O)(=O)c2cccs2)CC1	-6%	-5%	-4%	-14%	-14%	-9%	-3	-16%	-1%
CN1C(C(=O)c2ccccc2)=C(NC(=O)c2ccc(F)cc2)c2ccccc2S1(=O)=O	11%	-3%	15%	-18%	-13%	-32%[59 µM]	5	-20%	i
CSCC(=O)Nc1ccc(F)c(Cl)c1	0%	2%	21%	-18%	2%	3%[59 µM]	3	1%	-6%
O=C(Cn1c(=O)nc(-c2ccccc2)c2cc(Cl)ccc21)N1CCN(c2ccc(F)cc2)CC1	-7%	-7%	-8%	-14%	-20%	27%[59 µM]	7	-14%	-3%
C=CCn1cc(C(=O)N2CCN(CC)CC2)c(=O)c2cc(S(=O)(=O)N(CC)CC)ccc21	-9%	0%	83%[activator]	-8%	-12%	14%[2.33 µM]	6	5%	-5%
Cc1ccnc(NC(=O)c2ccc(S(=O)(=O)N3CCCC3)cc2)c1	-5%	-3%	41%[activator]	0%	-14%	21%[2.33 µM]	-1	11%	-9%
CCOc1ccc(N(C(=O)c2ccc(C)cc2)S(=O)(=O)c2ccc3c(c2)n(C)c(=O)n3C)cc1	6%	3%	26%	.	-33%	?	-1	?	.
CCN(C[C@H]1N[C@@](C)(C(=O)OC)[C@H]2C(=O)N(Cc3ccccc3)C(=O)[C@@H]12)C(=O)NC(C)C	5%	2%	109%[activator]	-11%	-25%	.	-3	.	i
OCC[C@H]1C[C@H](O)[C@@H](O)[C@]2(CCc3ccccc3O2)O1	0%	-3%	34%	0%	1%	8%[2.33 µM]	-2	-1%	-9%
Cc1csc2ncc(C(=O)NCc3ccccc3Cl)c(=O)n12	-1%	?	34%	0%	-14%	13%[59 µM]	1	8%	-11%
O=C(Nc1ccc2c(c1)OCCO2)c1ccccc1Cl	.	0%	.	0%	.	.	-4	.	-2%
COc1ccc(CNC(=S)Nc2cccc(Cl)c2)cc1	-5%	-7%	65%[activator]	-15%	-13%	.	8	.	i
O=C1C2(CCCC13COC(c1ccc(O)cc1)OC3)COC(c1ccc(O)cc1)OC2 (stereo not drawn)	-7%	2%	14%	11%	?	.	-23	0%	-5%
O=C(Nc1cc(Cl)ccc1F)c1ccc(-n2cncn2)c([N+](=O)[O-])c1	-6%	7%	8%	0%	-27%	56µM*	-1	-6%	-2%
Cc1ccc(NC(=O)c2cc(S(=O)(=O)N3CCCCC3)ccc2N2CCOCC2)c(C)c1	.	-4%	.	-20%	.	.	1	.	-1%
CCOC(=O)N1CCC(NC(=O)CC2C(=O)NCCN2Cc2ccccc2F)CC1 (stereo not drawn)	7%	-4%	71%[activator]	2%	-12%	19%	1	-3%	1%
O=C(c1ccc(CS(=O)(=O)c2ccc(Br)cc2)o1)N1CCCCCC1	3%	-4%	47%[activator]	7%	-5%	?	2	-26%	1%
O=C(CSCSCC(=O)Nc1ccc2c(c1)OCO2)Nc1ccc2c(c1)OCO2	-3%	-4%	26%	-12%	-20%	2%	-2	-15%	.
